High-throughput results (PubChem)
BLM inh = blocks DNA unwinding by human BLM helicase. AID 2528. Potency, µM (doses to about 56.1 µM), inactives show at the top dose activity change, negative = inhibition, most hits filed as inhibitors. P54132. recombinant BLM DNA unwinding, fluorescence dequenching. 350,000 compounds, 0.2% hits;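 also: plate controls were vehicle for no effect and no enzyme for full effect; nearly all actives have a fitted effect of over 35% in size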
Anesthetic bind = binds horse apoferritin like a general anesthetic | P02791 | apoferritin/1-aminoanthracene competitive binding, fluorescence | Potency, µM (doses to about 77.5 µM), for the others: at the top dose activity change, negative = displacement, hits mostly inhibitors | 350,000 compounds, 0.074% hits | AID 485281; also: % is scaled to controls: 0 for no effect and ±100 for the full control effect; nearly all actives have a fitted effect of over 20% in size
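10 uM apoferritin + 50% sat. 1-AMA, PBS; cpd 10 min RT; Ex380/Em535 endpoint; normalized to free probe vs complex; 4-param Hill fit; propofol titration as pos. ctrl.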
Pol iota inh = DNA polymerase iota (human) inhibition | Q9UNA4 | Pol iota fluorescent replication assay, 10 min | Potency, µM (highest dose often 115 µM), inactives show at the highest dose activity, negative = inhibition, hits mostly inhibitors | 390,000 compounds, 1% hits | AID 588590
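Fluorescent replication assay read twice, at 0 min and 10 min after adding 50 nM (final) substrate. Enzyme (10 nM) and compounds were first incubated 15 min at room temperature; enzyme-free buffer wells were negative controls.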
POLK inh = inhibitors of human DNA polymerase kappa; Q9UBT6; purified Pol kappa, fluorescent DNA synthesis assay, 10 min; Potency, µM (top dose mostly 107 µM), for the others: at the top dose activity, negative = inhibition, actives largely listed as inhibitors; 400,000 compounds, 0.53% hits; AID 588579; also: % is scaled to controls: 0 for no effect and ±100 for the full control effect
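Kinetic fluorescence screen: compound preincubated 15 min RT with 10 nM enzyme; 50 nM substrate (final) initiates; reads at 0/10 min.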
APE1 inh = blocks human APE1 abasic DNA cleavage. P27695. recombinant APE1, TAMRA/BHQ-2 abasic DNA cleavage fluorescence. Potency, µM (doses to about 65.8 µM), for inactives: at the highest dose activity change, negative = inhibition, most hits filed as inhibitors. 350,000 compounds, 0.35% hits. AID 2517;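 also: plate controls were vehicle for no effect and reference inhibitor for full effect; nearly all actives have a fitted effect of over 55% in size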
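APE1 at 0.75 nM preincubated 15 min at room temperature with compound. Reaction then started with 50 nM double-stranded THF-abasic substrate labelled with TAMRA/BHQ-2, and 525/598 nm fluorescence read kinetically. Activity taken as third-minus-first read difference, normalized to DMSO and NSC13755 controls.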
Pol beta inh = DNA polymerase beta (human) inhibition; P06746; Pol beta primer extension/strand displacement, fluorescence kinetic; Potency, µM (titrated, usually from 114 µM), without a hit: at the top dose activity change, negative = inhibition, usual class: inhibitors; 340,000 compounds, 1.3% hits; also: % is scaled to controls: 0 for no effect and ±100 for the full control effect
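Reaction started by 50 nM substrate onto compound-treated Pol beta (10 nM, 15 min preincubation, room temperature); plates read at 0 min and 10 min. Normalized concentration-effect data fitted by four-parameter Hill equation.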
BAZ2B inh = inhibitors of human BAZ2B bromodomain. Q9UIF8. AlphaScreen BAZ2B-H3K14Ac peptide displacement. Potency, µM (series often up to 114 µM), without a hit: at the highest dose activity change, negative = inhibition, actives largely listed as inhibitors. 360,000 compounds, 4.4% hits. AID 504333; also: % is scaled to controls: 0 for no effect and ±100 for the full control effect; nearly all actives have a fitted effect of over 60% in size
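BAZ2B (50 nM) with biotin-H3(5-23)K14Ac peptide (50 nM) in PBS pH 7.4, 0.01% Tween-20, preformed 30 min, then compound 30 min at room temperature; top concentration 110uM. AlphaScreen streptavidin donor/nickel chelate acceptor beads (10 ug/mL final), 20 min dark, signal read.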
Pol eta inh = DNA polymerase eta (human) inhibition | Q9Y253 | recombinant Pol eta, fluorescent DNA replication assay | Potency, µM (doses to about 114 µM), for inactives: top-dose activity change, negative = inhibition, actives largely listed as inhibitors | 390,000 compounds, 1.2% hits; also: % is scaled to controls: 0 for no effect and ±100 for the full control effect
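Fluorescent replication assay: 50 nM final substrate added after a 15 min room-temperature compound preincubation with 10 nM enzyme. Signal taken at 0 min and again at 10 min.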
G9a inh = inhibitors of human histone lysine methyltransferase G9a; Q96KQ7; G9a H3K9 monomethylation, AlphaScreen, 2 h; Potency, µM (titrated, usually from 102 µM), inactives show at the highest dose activity, negative = inhibition, actives largely listed as inhibitors; 350,000 compounds, 8.8% hits; also: % is scaled to controls: 0 for no effect and ±100 for the full control effect; nearly all actives have a fitted effect of over 75% in size
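AlphaScreen detection with an anti-monomethyl H3K9 antibody quantified product after a 2 h room-temperature reaction containing 500 nM biotinylated H3K9 peptide, 20 µM SAM and 20 nM enzyme, which had been preincubated 15 min with compound.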
* hit, by the source's call; ? = inconclusive; nt = no result given; [ ] = remark or other dose. Calls follow the shape of the dose curve; as a rule, active = well fitted curve in the direction sought with a large enough effect; inconclusive = small, poorly fitted or top-dose-only effect, or another doubt; inactive = no such curve, though single readings can be large; an effect the other way counts as inactive or inconclusive. Potency is read from the fitted curve at half-maximal effect.

Every second line gives: Anesthetic bind, Pol eta inh, APE1 inh, POLK inh, Pol beta inh, BAZ2B inh, G9a inh, BLM inh, Pol iota inh
1) CC1CCc2nc(NC(=O)CN3CCOCC3)sc2C1 (stereo unspecified)
 : -1%, -13%, 1%, -21%, 3%, 2%, 35%[12.7 µM], 1%, -9%
2) COc1ccc(CNC(=O)C(c2ccncc2)N(C(=O)Cc2cccs2)c2ccccc2)cc1 (stereo unspecified)
 : 3%, -12%, 3%, -11%, -18%, 5%, 8%[59 µM], -4%, 61%[activator]
3) CCOCCCNC(=O)c1ccc(N2CCCC2)c(NS(=O)(=O)c2ccc(C)cc2)c1
 : -9%, -15%, 1%, -8%, 15%, 9%, ?, -10%, ?
4) Cc1cc(=O)oc2cc(OCC(=O)Nc3cccc(S(=O)(=O)N(C)C)c3)ccc12
 : -13%, -4%, 7%, -5%, 31%, 5%, 11%[59 µM], 0%, -9%
5) CCC(CC)c1nnc(NC(=O)c2ccco2)s1
 : -7%, -5%, 2%, -1%, -22%, -19%, 45µM*, -5%, -4%
6) CCOC(=O)c1ccc(NC(=O)Nc2ccccn2)cc1
 : -6%, -9%, 4%, -6%, -10%, -2%, ?, -5%, 76%[activator]
7) COc1cccc(CCNC(=O)c2ccc(C#N)cc2)c1
 : -2%, -9%, -2%, -7%, 23%, 4%, nt, -11%, 6%
8) COCCSc1nnc(NC(=O)C2CC(=O)N(c3ccc(C)cc3)C2)s1 (stereo unspecified)
 : -15%, -2%, -2%, -2%, 39%, -15%, nt, 4%, -16%
9) Cc1nnn(C23CC4CC(CC(CC(=O)Nc5cccc(F)c5)(C4)C2)C3)n1
 : ?, -9%, -3%, -7%, 7%, -9%, -22%, -4%, 22%
10) Cc1cc(NC(=O)C(C)SCC(=O)Nc2ccc(Br)cc2Br)no1 (stereo unspecified)
 : nt, -17%, -4%, -5%, nt, 8%, 4%[59 µM], nt, -27%
11) CCC(CC)COC(=O)C(C#N)c1nc2ccccc2nc1N1CCOCC1 (stereo unspecified)
 : ?, -7%, -9%, -10%, -5%, ?, -22%[59 µM], -9%, 17%
12) Cc1c(NC(=O)c2cc(-c3ccco3)on2)c(=O)n(-c2ccccc2)n1C
 : -9%, 4%, 10%, -6%, 8%, 8%, nt, -3%, 26%
13) COc1ccccc1CNC(=O)[C@H](C)NC(=O)C1CCN(C(=O)[C@@H](N)CC(C)C)CC1
 : -4%, -11%, 4%, -1%, 0%, 4%, 21%[12.7 µM], 0%, 4%
14) C[C@H](CO)N1C[C@H](C)[C@@H](CN(C)C(=O)Nc2ccccc2)Oc2c(NC(=O)Cc3ccccc3)cccc2C1=O
 : nt, -1%, 5%, -17%, nt, nt, nt, nt, ?
15) O=C(/C=C/c1ccccc1Cl)NC1CCCCC1
 : -4%, 8%, 31%, 2%, -16%, -3%, 60%[activator], -2%, -3%
16) Cc1cccc(OCCC(=O)Nc2ccc(C)c(S(=O)(=O)N3CCCCC3)c2)c1
 : 14%, ?, -8%, -22%, 31%, 5%, 38%[activator][59 µM], -7%, -20%
17) Cn1c(-c2ccc(-c3ccccc3)cc2)c[nH]c1=S
 : 85%[activator], -2%, 13%, -1%, 5%, -34%, 14µM*, 0%, -4%
18) O=C(/C=C\c1ccc2c(c1)OCO2)NC1(C(=O)Nc2ccc3c(c2)OCCO3)CCCCC1
 : 3%, -11%, 14%, -7%, 46%, -32%, -24%[59 µM], 6%, 132%[activator]
19) CCOc1ccc(NC(=O)CN(C)C(=O)c2ccccc2Cc2ccccc2)cc1OCC
 : nt, -10%, -7%, 3%, nt, -29%, 6%[59 µM], nt, 8%
20) O=C(Nc1ccccc1Cl)c1cc[n+](Cc2ccc([N+](=O)[O-])cc2)cc1
 : -7%, -1%, 5%, -10%, -4%, -22%, -12%, 5%, ?
21) O=C(O)C1CCCN1C(=O)Nc1ccccc1 (stereo unspecified)
 : 8%, -13%, 17%, -7%, 14%, ?, -19%[59 µM], 0%, 5%
22) CCC1CCCN1Cn1cnc2c([nH]c3ccc(OC)cc32)c1=O (stereo unspecified)
 : 1%, -13%, -6%, 2%, -24%, -2%, -2%[12.7 µM], 22%, 3%
23) Cc1ccc(CN2C(=O)N/C(=C\c3ccc(N4CCOCC4)cc3)C2=O)cc1
 : -13%, -14%, 1%, -4%, 25%, -11%, -2%[59 µM], -1%, 20%
24) CN(C)C1(CNC(=O)C2CCN(S(=O)(=O)c3cccc(C(F)(F)F)c3)CC2)CCCCC1
 : -5%, -9%, 28%, -4%, 24%, -13%, 29%, 0%, 25%
25) CCN(CC)C(=O)C(=O)c1cccn1-c1cccc(Cl)c1C#N
 : -11%, 14%, 3%, -15%, 11%, 8%, 41%[12.7 µM], 2%, -4%
26) Cc1ccc(C)c(Cn2c(C(C)NC(=O)c3ccccc3)nc3ccccc32)c1 (stereo unspecified)
 : -12%, 8%, nt, -6%, -11%, -1%, 9%[59 µM], -10%, 24%
27) COc1ccc(CC(C)CC(=O)Nc2ccc(OC)cc2)cc1 (stereo unspecified)
 : 0%, -7%, 10%, -9%, 44%, 4%, -3%, -5%, 127%[activator]
28) O=C(N/N=C/c1ccc(N2CCOCC2)s1)c1ccccc1Cl
 : -20%, -8%, -6%, 9%, -13%, -34%, ?, -7%, 59%[activator]
29) COC(=O)[C@H](CC(C)C)NC(=O)c1ccc(NC[C@@H](N)CS)cc1-c1cccc2ccccc12
 : -20%, nt, 0%, -5%[60.1 µM], nt, nt, nt, -5%, nt
30) C/C(=N\NC(N)=O)c1ccc(Cl)cc1
 : -23%, -17%, -1%, -7%, 4%, -3%, 33%[12.7 µM], 2%, -9%

From entry 21 to 30, as listed above:
Every second line gives: Anesthetic bind, Pol eta inh, APE1 inh, POLK inh, Pol beta inh, BAZ2B inh, G9a inh, BLM inh, Pol iota inh
21) O=C(O)C1CCCN1C(=O)Nc1ccccc1 (stereo unspecified)
 : 8%, -13%, 17%, -7%, 14%, ?, -19%[59 µM], 0%, 5%
22) CCC1CCCN1Cn1cnc2c([nH]c3ccc(OC)cc32)c1=O (stereo unspecified)
 : 1%, -13%, -6%, 2%, -24%, -2%, -2%[12.7 µM], 22%, 3%
23) Cc1ccc(CN2C(=O)N/C(=C\c3ccc(N4CCOCC4)cc3)C2=O)cc1
 : -13%, -14%, 1%, -4%, 25%, -11%, -2%[59 µM], -1%, 20%
24) CN(C)C1(CNC(=O)C2CCN(S(=O)(=O)c3cccc(C(F)(F)F)c3)CC2)CCCCC1
 : -5%, -9%, 28%, -4%, 24%, -13%, 29%, 0%, 25%
25) CCN(CC)C(=O)C(=O)c1cccn1-c1cccc(Cl)c1C#N
 : -11%, 14%, 3%, -15%, 11%, 8%, 41%[12.7 µM], 2%, -4%
26) Cc1ccc(C)c(Cn2c(C(C)NC(=O)c3ccccc3)nc3ccccc32)c1 (stereo unspecified)
 : -12%, 8%, nt, -6%, -11%, -1%, 9%[59 µM], -10%, 24%
27) COc1ccc(CC(C)CC(=O)Nc2ccc(OC)cc2)cc1 (stereo unspecified)
 : 0%, -7%, 10%, -9%, 44%, 4%, -3%, -5%, 127%[activator]
28) O=C(N/N=C/c1ccc(N2CCOCC2)s1)c1ccccc1Cl
 : -20%, -8%, -6%, 9%, -13%, -34%, ?, -7%, 59%[activator]
29) COC(=O)[C@H](CC(C)C)NC(=O)c1ccc(NC[C@@H](N)CS)cc1-c1cccc2ccccc12
 : -20%, nt, 0%, -5%[60.1 µM], nt, nt, nt, -5%, nt
30) C/C(=N\NC(N)=O)c1ccc(Cl)cc1
 : -23%, -17%, -1%, -7%, 4%, -3%, 33%[12.7 µM], 2%, -9%

(listing goes on)
Every second line gives: Anesthetic bind, Pol eta inh, APE1 inh, POLK inh, Pol beta inh, BAZ2B inh, G9a inh, BLM inh, Pol iota inh
31) O=C(Cn1ccc2ccccc2c1=O)NCCC(=O)NC1CCN(Cc2ccccc2)CC1
 : 6%, -5%, 1%, -7%, 8%, 63%[activator], 79%[activator][59 µM], 1%, 9%
32) O=C(Nc1ccccc1)/C(=C/c1cccnc1)NC(=O)c1ccccc1
 : -13%, -9%, 43%, -29%, 27%, -2%, -1%, 3%, ?
33) O=C(C1=C[C@@H](C2CC2)C[C@@H](OCCCCO)O1)N1CCN(Cc2ccccc2)CC1
 : -8%, -8%, 3%, -14%, 6%, -3%, 5%[12.7 µM], -6%, ?
34) O=C(CNC(=O)c1ccc(N2C(=O)c3ccccc3C2=O)cc1)OCC(=O)c1ccccc1
 : 9%, -10%, 13%, 15%, 15%, -1%, 10%[59 µM], -2%, 9%
35) O=S(=O)(Nc1ncccn1)c1cc(Cl)ccc1Cl
 : -11%, -6%, -3%, -6%, 34%, -3%, -13%, 3%, 111%[activator]
36) N#Cc1ccccc1Cn1c(=O)n(CCC(=O)NCc2ccco2)c(=O)c2ccccc21
 : -1%, 5%, -4%, -6%, 3%, -4%, 0%, -1%, 22%
37) COc1ccc(CNC(=O)C2CCN(S(=O)(=O)c3cccc(-c4noc(C)n4)c3)CC2)cc1
 : -15%, -1%, nt, -5%[60.1 µM], 4%, -29%, 0%[59 µM], 1%, -21%
38) O=C(c1ccc(Cl)cc1)n1nc(-c2ccccc2)nc1NCc1ccco1
 : -5%, -8%, nt, 5%, 20%, 5%, 34%[59 µM], -3%, 7%
39) Cn1cnc2c1c(=O)n(Cc1cccc(Cl)c1)c(=O)n2C
 : -11%, -12%, 36%, -6%, 7%, -11%, 6%, -2%, 109%[activator]
40) O=C(CN1C(=O)c2ccccc2C1=O)Nc1ccc2c(c1)OCO2
 : -12%, -18%, 2%, -12%, -9%, -7%, -9%[12.7 µM], -5%, 1%

These rows are one share of the data. The share of hits here may be higher or lower than overall.
